USP2a inh: blocks human ubiquitin-specific protease USP2a; O75604; USP2a enzymatic assay, qHTS inhibition; Potency, µM (top dose mostly 38.3 µM), for the others: top-dose activity change, negative = inhibition, actives largely listed as inhibitors; actives 0.1% (n = 60,000);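 note: potency is the fitted concentration of half-maximal effect; nearly all actives have a fitted effect of over 60% in size; plate controls were DMSO for no effect and NEM full inhibition control for full effect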
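Inhibition is measured in a cell-free coupled assay with 20 nM USP2 core, 20 nM Ub-PLA2 and 20 uM NBD C6-HPC, 2.5 h incubation. Activity normalized to NEM control.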
Fluorescein fluor: fluorescein region autofluorescence. actives 0.91% (n = 59,000). Compound autofluorescence, 480/540 nm, fluorescein-equivalent; hits give high values. max fluorescein-equivalent concentration, M; in the data active = max fluorescein-equivalent concentration above about 10 nM; inconclusive = between about 1.1 nM and that limit
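Normalized response (dye-equivalent concentration) derives from comparing each well's 540 nm emission, under 480 nm excitation, with plate-resident fluorescein standards. Compounds were held in 100 mM Tris, pH 8.0, for 15 min at room temperature.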
BRCT PPI green: BRCA1 BRCT-phosphoprotein interaction inhibition; P38398; BRCA1 BRCT-phosphopeptide binding, green fluorescence polarization; Potency, µM (highest dose often 76.9 µM), without a hit: at the top dose activity change, negative = inhibition, usual class: inhibitors; actives 0.05% (n = 75,000);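 note: potency is the fitted concentration of half-maximal effect; plate controls were peptide without protein for full effect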
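Fluorescence polarization: His-tagged BRCT (~35 kDa BRCA1 C-terminus, 250 nM) bound to 100 nM fluorescein-labeled phosphorylated 10-aa BACH1 peptide, pH 7.3 phosphate buffer with DTT and Tween 20. Compounds incubated 12 min at room temperature; inhibition read as lowered polarization.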
Casp1 inh: caspase-1 (human) inhibition, allosteric or competitive; P29466; Caspase-1 enzyme, Ac-WEHD-AFC fluorogenic rate; Potency, µM (series often up to 57.5 µM), inactives show at the highest dose activity change, negative = inhibition, usual class: inhibitors; actives 0.03% (n = 75,000); AID 900;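 note: potency is the fitted concentration of half-maximal effect; plate controls were vehicle for no effect and no substrate for full effect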
Target sequence (P29466 120-297 limits assumed): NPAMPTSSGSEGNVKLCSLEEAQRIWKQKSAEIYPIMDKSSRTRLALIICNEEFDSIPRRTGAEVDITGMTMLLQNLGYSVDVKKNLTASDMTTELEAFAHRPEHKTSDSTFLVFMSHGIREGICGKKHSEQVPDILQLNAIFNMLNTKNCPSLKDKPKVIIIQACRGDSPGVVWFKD
Target sequence (P29466 317-404 limits assumed): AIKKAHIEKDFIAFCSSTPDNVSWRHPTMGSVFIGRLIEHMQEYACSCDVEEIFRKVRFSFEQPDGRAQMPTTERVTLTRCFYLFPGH
Rhodamine autofl: compound autofluorescence in rhodamine spectral region; Rhodamine-region fluorescence, 547/598 nm, Tris buffer; hits give high values; max dye-equivalent concentration, M; actives 0.05% (n = 59,000); in the data active = max dye-equivalent concentration above about 11 nM; inconclusive = between about 1.1 nM and that limit
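Steps: pin-transfer compounds into pH 8.0 Tris (100 mM), hold 15 min at room temperature, image with a 547/598 nm filter pair, and convert intensities to rhodamine-equivalent concentration using a six-point on-plate rhodamine series.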
BRCT PPI red: disrupts BRCA1 BRCT binding to phosphoprotein, red fluorophore readout | Potency, µM (highest dose often 76.9 µM), without a hit: top-dose activity change, negative = inhibition, most hits filed as inhibitors | P38398 | BRCT-phosphopeptide binding, red fluorescence polarization | AID 892 | actives 0.03% (n = 75,000); note: % is set by controls: 0 for no effect and ±100 for the full control effect
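Rhodamine-labelled pBACH1 10-mer (100 nM) bound to BRCT domain (100 nM) at pH 7.3; compounds incubated 12 min room temperature, polarization read. Free peptide defines full inhibition; unlabelled decapeptide titrated as control.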
Casp7 inh: blocks human caspase-7 allosterically or competitively | P55210 | actives 0.02% (n = 75,000) | AID 889 | recombinant caspase-7, Ac-DEVD-AFC fluorescence rate | Potency, µM (top dose mostly 57.5 µM), without a hit: top-dose activity change, negative = inhibition, hits mostly inhibitors; active = well fitted inhibition curve with a large enough effect in the main read-out, with a control signal flat, not every such curve was filed as active; inconclusive = small, poorly fitted or top-dose-only effect, or a change in a side signal; note: potency is the fitted concentration of half-maximal effect; % of control where 0% means no effect
Target sequence (P55210 24-198 limits assumed): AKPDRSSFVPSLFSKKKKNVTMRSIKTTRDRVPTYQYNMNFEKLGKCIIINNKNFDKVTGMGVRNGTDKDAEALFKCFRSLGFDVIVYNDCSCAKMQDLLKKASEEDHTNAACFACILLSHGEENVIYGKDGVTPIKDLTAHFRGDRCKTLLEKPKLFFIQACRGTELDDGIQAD
Target sequence (P55210 207-303 limits assumed): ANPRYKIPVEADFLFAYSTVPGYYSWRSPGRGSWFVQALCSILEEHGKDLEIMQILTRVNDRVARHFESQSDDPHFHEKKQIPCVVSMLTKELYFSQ
TexasRed autofl: Texas Red region autofluorescence; actives 0.06% (n = 59,000); Compound fluorescence, Texas Red channel, 547/618 nm; hits give high values; max dye-equivalent concentration, M; in the data active = max dye-equivalent concentration above about 10 nM; inconclusive = between about 1.1 nM and that limit
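Compound titrations in 100 mM Tris pH 8.0 were incubated 15 min at room temperature and read at 547 nm excitation / 618 nm emission. Texas Red six-point standard curve on each plate converted fluorescence to dye-equivalent concentration.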
A350 fluor: compounds fluorescent in Alexa 350 spectral region; Compound autofluorescence, 340/450 nm, Alexa 350 dye-equivalents; hits give high values; max dye-equivalent concentration, M; actives 11% (n = 59,000); in the data active = max dye-equivalent concentration above about 10 nM; inconclusive = mostly about 1.1 nM to 9.6 nM
4MU fluor: compound fluoresces in the 4-MU spectral region | AID 589 | max dye-equivalent concentration, M | actives 11% (n = 59,000) | compound autofluorescence, 340/450 nm, 4-MU equivalents; hits give high values; in the data active = max dye-equivalent concentration above about 10 nM; inconclusive = mostly about 1.1 nM to 9.6 nM
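Compounds in 100 mM Tris, pH 8.0, incubated 15 min at room temperature, then fluorescence read at 340 nm excitation/450 nm emission. Signal converted to 4-MU dye-equivalent concentration using an on-plate six-point 4-MU standard curve.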
HEK293 cAMP cs: parental HEK293 cAMP activation (counter-screen); parental HEK293 CNG cAMP sensor, membrane potential fluorescence; Potency, µM (doses to about 57.1 µM), for the others: at the top dose activation, actives largely listed as activators; actives 2.5% (n = 73,000); note: potency is the fitted concentration of half-maximal effect; % of control where 0% means no effect; nearly all actives have a fitted effect of over 55% in size
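Parental HEK 293 cells stably expressing a cAMP-gated CNG channel were loaded with membrane potential dye containing 100 uM RO 20-1724 for 60 min. Compound added for 30 min; depolarization read as fluorescence intensity at 590 nm.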
The depositor's hits bear a star; i = inactive; ? = inconclusive; . = no result given; [ ] = dose if it differs, or a comment. Unless noted, calls come from the whole dose curve; as a rule, active = well fitted curve in the direction sought with a large enough effect; inconclusive = small, poorly fitted or top-dose-only effect, or another doubt; inactive = no such curve, though single readings can be large; an effect the other way counts as inactive or inconclusive. Not all compounds are listed. The share of hits here may be higher or lower than overall.

No.	smiles	USP2a inh	Fluorescein fluor	BRCT PPI green	Casp1 inh	Rhodamine autofl	BRCT PPI red	Casp7 inh	TexasRed autofl	A350 fluor	4MU fluor	HEK293 cAMP cs
1	Cn1c(Cc2cccs2)nnc1SCc1nc2ccccc2[nH]1	14%	?	0.2%	0%	i	-0.3%	-1%	i	?	?	-3%
2	OC1CN=C2Sc3ccccc3N2C1 (stereo unspecified)	.	i	.	.	i	.	.	i	?	?	.
3	COc1ccccc1CNc1nc2nc(C)cc(=O)n2[nH]1	-4%	?	-3.5%	0%	i	1.0%	0%	i	i	i	6%
4	Cc1nnc(SCC(=O)NCc2cccs2)n1-c1ccccc1	76%[activator]	i	-0.1%	-1%	i	-1.7%	1%	i	i	i	1%
5	Cc1c(-c2ccco2)[n+](=O)c2c(n1[O-])CCC2	-4%	i	-2.3%	0%	i	0.4%	-3%	i	?	i	0%
6	CCCCCCNC(=O)c1c(O)c2ccccc2[nH]c1=O	79%[activator]	?	-1.8%	2%	i	-1.3%	-1%	i	i	i	10%
7	Cn1cnc2c1c(=O)n(Cc1ccccc1)c(=O)n2C	.	.	0.5%	-2%	.	0.1%	3%	.	.	.	2%
8	CCOC(=O)/C(N=O)=C(\O)C1CCN(C(=O)OCC)CC1	4%	i	-0.8%	1%	i	-0.4%	-3%	i	i	i	3%
9	CCOc1ccc(C(=O)N2CCc3cc(OC)c(OC)cc3C2)cc1OCC	16%	i	-0.1%	-1%	i	-1.1%	0%	i	i	i	11%
10	CN1CCN(C(=O)c2nc3ccc(Cl)cc3[nH]2)CC1	.	.	-1.6%	0%	.	-0.4%	1%	.	.	.	11%

Molecules shown so far that contain a thiophene ring, fused or not (2):
No.	smiles	USP2a inh	Fluorescein fluor	BRCT PPI green	Casp1 inh	Rhodamine autofl	BRCT PPI red	Casp7 inh	TexasRed autofl	A350 fluor	4MU fluor	HEK293 cAMP cs
1	Cn1c(Cc2cccs2)nnc1SCc1nc2ccccc2[nH]1	14%	?	0.2%	0%	i	-0.3%	-1%	i	?	?	-3%
4	Cc1nnc(SCC(=O)NCc2cccs2)n1-c1ccccc1	76%[activator]	i	-0.1%	-1%	i	-1.7%	1%	i	i	i	1%

Carrying on.
No.	smiles	USP2a inh	Fluorescein fluor	BRCT PPI green	Casp1 inh	Rhodamine autofl	BRCT PPI red	Casp7 inh	TexasRed autofl	A350 fluor	4MU fluor	HEK293 cAMP cs
11	O=C(O)CCC(=O)c1ccc2c(c1)OCCCO2	2%	i	-0.5%	1%	i	1.1%	0%	?	i	i	0%
12	CCOc1ccc(C2C(C(=O)c3ccco3)=C(O)C(=O)N2Cc2cccnc2)cc1OC (stereo unspecified)	13%	?	-0.6%	-7%	i	-1.9%	-3%	i	?	i	-6%
13	CN(CCCNC(=O)Cn1cc2c(n1)CCCC2)C1CCCCC1	.	.	-0.6%	-2%	.	0.6%	-1%	.	.	.	5%
14	CC1CC(C)CN(CCCn2c(=S)[nH]c3ccccc3c2=O)C1 (stereo unspecified)	-2%	?	-3.1%	2%	i	0.0%	2%	i	i	i	-11%
15	O=C(NC12CC3CC(CC(C3)C1)C2)c1cccnc1	9%	.	4.7%	-1%	.	0.5%	1%	.	.	.	-3%
16	OC1C[N+]2(CCCCC2)C1	0%	?	-2.2%	-1%	i	-1.4%	-1%	i	i	i	27%
17	CCOc1nc(-c2ccc(OC)cc2)ccc1-c1noc(-c2cc(OC)c(OC)c(OC)c2)n1	6%	?	-0.6%	-9%	i	-0.1%	-10%	i	8.1e-08M*	5.7e-08M*	5%
18	NS(=O)(=O)c1cc2c(cc1Cl)N[C@H](Cc1ccccc1)NS2(=O)=O	.	?	-3.5%[15.4 µM]	6%[11.5 µM]	i	0.3%[15.4 µM]	-2%[11.5 µM]	i	i	i	-3%[11.4 µM]
19	COCc1nc2ccccc2n1CCCOc1ccccc1	6%	i	0.7%	-1%	i	0.0%	-1%	i	i	i	?
20	Cc1cc(C(=O)N[C@H](c2ccccc2)[C@@]2(C)C[C@@H]2[C@@H](C)C(=O)Nc2ccc3ccccc3c2)no1	.	.	1.2%	-3%	.	0.3%	0%	.	.	.	1.6µM*
21	C=C(C)COc1ccc(-c2nc(N)ncc2-c2ccc(OC)cc2)c(O)c1	2%	i	2.7%	-10%	i	-1.3%	-15%	?	?	?	?
22	CCOC(=O)CC1=CC(C)(CC(=O)OCC)C(C#N)(C#N)C(N)=C1C#N (stereo unspecified)	.	?	-3.6%	-6%	i	-0.2%	0%	i	i	i	2%
23	Cc1cc(C)n(-c2nc(-c3cccc(Cl)c3)cs2)n1	-4%[7.66 µM]	.	-2.3%	-2%	.	0.5%	-2%	.	.	.	23%[11.4 µM]
24	O=C(OCc1cc2ccccc2[nH]c1=O)c1ccco1	-7%	i	2.0%	-1%	i	0.1%	-3%	i	i	i	1%
25	O=C(CSC1=NCCN1)c1ccccc1	.	i	-0.1%[15.4 µM]	-5%[11.5 µM]	i	0.8%[15.4 µM]	-1%[11.5 µM]	?	?	?	7%[11.4 µM]
26	CCCc1cc(=O)[nH]c(=S)[nH]1	-3%	?	-0.4%[3.08 µM]	-2%	i	1.2%	-1%	i	?	?	18%
27	COCCNC(=O)CN(C(=O)CCC(=O)Nc1cc(C)on1)c1cccc(C)c1C	.	?	-1.4%	0%	i	1.5%	-2%	?	i	i	6%
28	Cc1ccc(OCc2ccc(C(=O)Nc3nccs3)o2)cc1	.	?	-1.2%	-2%	i	0.7%	1%	i	i	i	24%
29	CCOC(=O)CN1C2=NCCN2c2ccccc21	-3%	i	-1.9%	1%	i	-0.6%	-1%	i	i	i	2%
30	CN(Cc1ccccc1)S(=O)(=O)c1ccc2[nH]cc(C(=O)NCC3CCCO3)c(=O)c2c1 (stereo unspecified)	62%[activator]	i	1.5%	-4%	i	-1.5%	-7%	i	?	i	2%
31	COc1ccc(CC(=O)NC(C)c2nnc(SCc3nc4ccccc4c(=O)[nH]3)n2C)cc1 (stereo unspecified)	3%	i	0.1%	-1%	i	-1.3%	-1%	i	i	i	4%
32	COc1ccc(Cl)cc1S(=O)(=O)n1ccnc1C(C)C	.	.	-2.6%	3%	.	0.1%	-1%	.	.	.	4%
33	COc1ccc(OC)c(-c2cc(C(=O)Nc3c(C)nn(Cc4ccccc4Cl)c3C)no2)c1	40%[activator]	i	-2.1%	-2%	i	-1.5%	-1%	i	1.8e-08M*	2.7e-08M*	10%
34	COc1nc(Nc2cccc(C(F)(F)F)c2)nc(OC)n1	.	i	-1.3%	-8%	i	-0.1%	1%	i	i	i	4%
35	CCCCc1cc(O)c(CCCC)c(O)c1	1%	i	-3.0%	1%	i	-3.5%	-1%	i	i	i	-19%
36	c1ccc(CC2CNc3ccccc3CN2)cc1 (stereo unspecified)	-11%	i	-1.0%	1%	i	3.5%	-2%	?	i	i	15%
37	COc1ccc(C(=O)NCc2cccnc2)cc1S(=O)(=O)N1CCOCC1	0%	i	-2.5%	-1%	i	0.4%	0%	i	i	i	4%
38	CCN1CCC(C(=O)NC2CCCC2)(N(Cc2cccs2)C(=O)Cn2nnc3ccccc32)CC1	-2%	i	-2.4%	-1%	i	-0.9%	2%	i	i	i	-1%
39	COc1ccc(-n2c(SCC(=O)N3CCCC3)nc3c([nH]c4ccccc43)c2=O)cc1	.	.	-4.1%	0%	.	-1.6%	-2%	.	.	.	8%
40	CCOC(=O)N1CCN(C(=O)c2ccc3c(SCC(=O)O)c4c(nc3c2)CCCC4)CC1	.	.	2.4%	-4%	.	-2.1%	0%	.	.	.	3%
41	N=C(N)c1ccc(N)cc1	-2%	?	-2.1%	4%	i	-2.3%	1%	i	i	i	11%
42	O=c1c2[nH]c3ccc(Br)cc3c2ncn1CCCn1ccnc1	2%	i	-0.7%	-2%	i	-1.2%	-2%	i	i	i	-12%
43	Cc1ccc(SCCC(=O)N(C)C)cc1	-2%	?	-0.7%	0%	i	-1.2%	1%	i	i	i	4%
44	Cc1ccc(N(C(=O)C2CCCC2)C2C=CS(=O)(=O)C2)cc1 (stereo unspecified)	-7%	i	0.3%	1%	i	0.4%	-1%	i	i	i	6%
45	COCCCNC(=O)c1cc(C)nc2ccc(F)cc12	-4%	i	0.9%	0%	i	0.5%	1%	i	i	i	22%
46	CO[C@@H]1C[C@H](O[C@H]2[C@@H](C)[C@H](O[C@@H]3O[C@@H](C)C[C@@H](N(C)C)[C@@H]3OC(C)=O)[C@H](C)C[C@]3(CO3)C(=O)[C@H](C)[C@H](OC(C)=O)[C@H](C)[C@H](C)OC(=O)[C@@H]2C)O[C@H](C)[C@@H]1OC(C)=O	41%[activator][17.1 µM]	?	0.0%[34.4 µM]	-2%[25.7 µM]	i	0.6%[34.4 µM]	1%[25.7 µM]	i	i	i	0%[25.6 µM]
47	CC(C)(C)c1nc(NCC2CCCO2)c2nnn(Cc3ccccc3)c2n1 (stereo unspecified)	-2%	i	2.1%	-2%	i	-1.9%	-2%	i	i	i	?

Assay outcomes: PubChem, National Center for Advancing Translational Sciences (NCATS)
